proCasp7 act: counter-screen: procaspase-7 (human) activation. P55210. activation, % at 8.5 µM. 0.093% of 330,000 active. AID 463210. recombinant procaspase-7, Ac-DEVD-pNA absorbance 405 nm; D23A/D198A/D206A triple mutant, cannot self-cleave; scale: DMSO 0, 5 µM enzyme 100;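 active = percent activation above the screen-wide mean plus 3 SD, cut at about 25% in these data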
Target sequence (P55210 whole entry D23A/D198A/D206A): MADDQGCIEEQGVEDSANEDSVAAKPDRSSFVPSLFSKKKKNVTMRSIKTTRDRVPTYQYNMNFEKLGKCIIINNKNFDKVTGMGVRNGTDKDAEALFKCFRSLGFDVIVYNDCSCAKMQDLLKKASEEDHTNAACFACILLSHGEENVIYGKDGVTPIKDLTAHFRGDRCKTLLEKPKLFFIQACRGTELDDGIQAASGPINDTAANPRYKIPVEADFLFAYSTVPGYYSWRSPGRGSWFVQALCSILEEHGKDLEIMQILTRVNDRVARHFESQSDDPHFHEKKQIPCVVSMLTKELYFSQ
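Assay system: Uncleavable procaspase-7 mutant enzyme; Input: 2 µM procaspase-7 mutant as dispensed; Also added: DEVD-pNA substrate; Medium: Zinc-free HEPES pH 7.4 with 300 mM NaCl, 0.01% Triton X-100; Timing: 1 h compound preincubation, 2 h substrate cleavage, 25 °C; Measured by: Epi-absorbance of released pNA at 405 nm, two timepoints.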
PP1 counter: counter-screen for PP5 inhibitors: inhibitors of human PP1-alpha. 0.9% of 320,000 active. purified PP1alpha, OMFP fluorescence. inhibition, % at 6.7 µM. AID 2235. P62136;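 active = inhibition above the mean inhibition of all tested compounds plus 3 SD, computed separately for each screening campaign, cut at about 15% in these data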
Target sequence (P62136 whole entry, looked up): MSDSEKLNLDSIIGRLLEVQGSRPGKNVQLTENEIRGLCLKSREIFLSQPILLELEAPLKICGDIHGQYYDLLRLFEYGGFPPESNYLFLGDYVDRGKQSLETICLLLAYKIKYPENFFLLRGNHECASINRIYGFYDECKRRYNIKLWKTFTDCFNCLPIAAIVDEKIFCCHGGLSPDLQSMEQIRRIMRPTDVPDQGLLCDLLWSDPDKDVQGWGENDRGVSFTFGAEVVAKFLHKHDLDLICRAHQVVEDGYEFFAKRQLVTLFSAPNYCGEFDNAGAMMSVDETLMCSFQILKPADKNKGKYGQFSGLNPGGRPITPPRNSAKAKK
JMJD2C inh: blocks human GASC-1 demethylase activity; Q9H3R0; GST-JMJD2C(1-420) H3K9me3 demethylation, DELFIA europium; inhibition, % at 2.35 µM; 0.069% of 330,000 active; AID 2099;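 active = more than half of a compound's replicate wells show inhibition beyond 50%, single wells judged on their own value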;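 also: signal counts dimethyl H3K9 product captured on neutravidin plate; 0% = median of DMSO wells and 100% = 0.3 times that DMSO median; strong numbers were not always called active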
proCasp3 act: procaspase-3 (human) activation | P42574 | recombinant procaspase-3 D3A, Ac-DEVD-pNA absorbance 405 nm | activation, % at 8.5 µM | 0.11% of 330,000 active | AID 463141;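 active = activation above the mean of all tested compounds plus 3 SD, cut at about 21% in these data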;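 also: 0% = DMSO alone and 100% = DMSO wells spiked with extra 5 µM PC-3 D3A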
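Compound: 8.5 µM single point, 0.8% DMSO / Material: Autoprocessing-dead procaspase-3 D3A mutant enzyme / Timing: 1 h preincubation plus 2 h reaction at 25 °C / Medium: Zinc-free HEPES/NaCl buffer with 0.01% Triton X-100 at pH 7.4 / Technique: 405 nm absorbance of p-nitroaniline, reads at 0 and 120 min / Repeats: one well per compound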
TPT1 inh: blocks Candida albicans tRNA 2'-phosphotransferase. inhibition, % at 5 µM. recombinant caTPT1, FP RNA substrate dephosphorylation. 0.81% of 300,000 active;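 active = inhibition above the mean of all tested compounds plus 3 SD, set per screening campaign, cut at about 24% in these data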;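 also: plate controls were DMSO alone for no effect and ferristatin control at 100 nM for full effect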
PP5 primary: blocks human protein phosphatase 5 activity | purified PP5c, OMFP substrate fluorescence | P53041 | AID 1987 | inhibition, % at 6.7 µM | 0.18% of 320,000 active;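 active = inhibition above the campaign's mean inhibition across all tested compounds plus 3 SD, cut at about 9.5% in these data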;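 also: 0% = DMSO only and 100% = 100 µM cantharidin control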
core dimer inh: blocks dimerization of HCV core protein. inhibition, % at 5 µM. 0.33% of 300,000 active. TR-FRET GST/Flag-core106 dimerization, 1536-well. AID 1899;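 active = inhibition above the mean of all tested compounds plus 3 SD, set per screening campaign, cut at about 45% in these data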
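Assay system – GST-tagged and Flag-tagged HCV core protein residues 1-106 · Quantity – core106 proteins, GST 13.5 nM and Flag 17 nM · Benchmarks – unlabelled core106 and no-GST-core106 wells · Read-out basis – percent inhibition of core106 dimerization signal · Detection – time-resolved FRET, ex 340 nm, em 617 and 671 nm · Schedule – 4 h at 22.5 °C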
Efflux pump inh: inhibitors of Candida antifungal efflux pumps expressed in yeast | S. cerevisiae Candida pump triplex, Nile Red efflux | inhibition, % at 10 µM | 0.44% of 330,000 active | AID 485275;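 active = plate passing quality check with inhibition over a set limit, or well fluorescence over plate mean plus 4 SD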;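 also: Nile Red retained in pooled yeast measured as flow cytometry median fluorescence; 0% = buffer negative control and 100% = Enniatin B positive control; higher means more Nile Red kept so more efflux inhibition; some compounds called inactive have numbers as strong as hits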
CTSL1 counter: cathepsin L1 inhibition, PFM18AAP counter-screen. recombinant F. hepatica cathepsin L1, Z-Leu-Arg-MCA fluorescence. inhibition, % at 5.96 µM. 0.49% of 300,000 active;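 active = inhibition above the mean of all tested compounds plus 3 SD, set per screening campaign, cut at about 17% in these data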;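 also: 0% = plate median of test compound wells and 100% = 1 µM Z-Phe-Ala-diazomethylketone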
Starred values were filed as active, the others as inactive; & = joins results of further samples. Outcome played no part in choosing rows; any-hit rate near 2.9%.

SMILES | proCasp7 act | PP1 counter | JMJD2C inh | proCasp3 act | TPT1 inh | PP5 primary | core dimer inh | Efflux pump inh | CTSL1 counter
CSc1nc(Cl)c(Cc2ccc(OC(C)C)cc2)c(N2CCOCC2)n1 | 1 | 1 | -1 | 6 | -3 | 0.9 | 5 | -0.2 | -1
CSC1=N/C(=C\c2ccccc2)C(=O)N1C | -7 | 2 | -3 | -2 | -2 | 0.6 | -6 | -0.3 | 5
COc1cccc(OC)c1-c1nn2c(-c3ccco3)nnc2s1 | 0 | -6 | 5 | 0 | 5 | 4.0 | 3 | 0.3 | 1
CCOc1ccc(N(CC(=O)NC2CCCCCC2)S(=O)(=O)c2c(C)[nH]c(=O)[nH]c2=O)cc1 | -1 | 2 | -4 | -8 | 1 | 2.4 | 4 | 0.5 | 1
Nc1nc(NC2CCCCC2)nc(NCCO)c1[N+](=O)[O-] | 8 | 0 | -1 | 7 | -2 | 1.6 | -4 | 0.2 | 4
Cc1ccc(-c2nc(CN(C)Cc3cccc4cnccc34)c(C)o2)s1 | -5 | 1 | -5 | 1 | 1 | 2.4 | 3 | 0.1 | 10
COC(=O)c1ccc(Oc2cc(C)nc(-n3nc(C)cc3C)n2)cc1 | 3 | 4 | -9 | 3 | 3 | 2.2 | -1 | 0.2 | -2
COc1ccc(F)cc1S(=O)(=O)N1CCCC(C)C1 (configuration not stated) | 6 | 2 | -2 | 10 | 0 | 3.1 | 9 | 0.0 | -2
O=[N+]([O-])c1cccc(C(=S)N2CCCC2)c1 | 6 | -3 | -1 | 3 | -1 | 0.5 | 2 | -0.1 | 3
COc1ccc(Nc2nc3ccccc3n2C)cc1 | 4 | -2 | -12 | 3 | -5 | 0.4 | 2 | -0.1 | -1
O=C(N/C(=C/c1ccc(F)cc1)C(=O)N1CCCCC1)c1ccco1 | -4 | 1 | 7 | 3 | -2 | 1.3 | -1 | -0.3 | -1
CCOC(=O)C1(Cc2ccccc2)C(=O)N(CCCN(C)C)c2ccccc21 (configuration not stated) | -11 | -1 | -3 | 3 | 1 | 1.1 | 1 | 0.3 | -6
Cc1nn(C)c(C(=O)N/N=C/c2cc3c(cc2Br)OCO3)c1Br | 3 | 1 | 3 | 6 | -2 | 3.8 | -13 | -0.1 | 3
Cc1nc2sc3c(c2c(=O)o1)CCC3 | -1 | 4 | -1 | -5 | 4 | 0.8 | -12 | 0.0 | -1
CC(C)CCn1c(=O)c2ccccc2n2c(CN3CCOCC3)nnc12 | 8 | -5 | -21 | 1 | 2 | 0.9 | -1 | 0.0 | 0
COc1ccccc1NS(=O)(=O)c1ccc2oc(SCc3ccc(F)cc3)nc2c1 | -4 | 4 | 17 | 12 | 7 | 2.7 | 1 | 0.1 | -17
Cc1noc(C)c1CSCC(=O)Oc1ccc(N(C)S(=O)(=O)c2ccccc2)cc1 | -4 | -4 | -6 | 4 | 0 | -0.3 | -7 | 0.0 | -40
COC(=O)c1c(NC(=O)CC2NCCNC2=O)sc2c1CCCC2 (configuration not stated) | -7 | -4 | 1 | 1 | 2 | 3.0 | 2 | 0.0 | 1
CCC(CC)c1nnc(NC(=O)C2CSC3(C)CCC(=O)N23)s1 (configuration not stated) | 1 | -10 | -11 | 5 | -4 | -1.0 | 1 | 0.1 | 1
Cc1ccc(/C=C/C(=O)Nc2ncc(C)s2)o1 | -2 | 0 | 2 | 1 | 3 | 3.4 | -4 | -0.2 | 4
CCCn1c(N)c(N(CCOC)C(=O)c2ccc([N+](=O)[O-])cc2Cl)c(=O)[nH]c1=O | -8 | -2 | 2 | -8 | 1 | -0.6 | -18 | -0.1 | -4
O=C(c1cccc(Cl)c1)N1CCCC(C(=O)N2CCN(c3ccccc3)CC2)C1 (configuration not stated) | 7 | 0 | -5 | 4 | 3 | 5.0 | 7 | 0.2 | 0
Cc1ccc(S(=O)(=O)N2CCN(c3cccc(C)c3)CC2)cc1 | 4 | 4 | 2 | 3 | 2 | 1.5 | 11 | 0.0 | -5
Cc1nn(C)cc1CN(C)C(=O)c1nn2c(c1Cl)NC(c1cccs1)CC2C(F)(F)F (configuration not stated) | -3 | 0 | 26&-65 | -1 | -6 | 1.1 | -7 | 0.2 | 0
O=C(COS(=O)c1ccccc1)Nc1cc(Cl)ccc1N1CCOCC1 (configuration not stated) | 6 | -2 | -9 | 6 | 1 | 0.1 | -4 | 0.0 | -3
O=C1C2C3c4ccccc4C(c4ccccc43)C2C(=O)N1CN1CCOCC1 (configuration not stated) | 4 | -4 | 6 | 6 | 0 | 2.7 | 3 | 0.0 | -2
CCOC(=O)N1CCN(Cc2c(F)cccc2F)CC1 | 3 | 1 | -3 | -7 | 1 | 2.2 | -1 | 0.0 | 0

Among those listed so far, these contain an aryl thioether with sulfur outside any ring:
SMILES | proCasp7 act | PP1 counter | JMJD2C inh | proCasp3 act | TPT1 inh | PP5 primary | core dimer inh | Efflux pump inh | CTSL1 counter
CSc1nc(Cl)c(Cc2ccc(OC(C)C)cc2)c(N2CCOCC2)n1 | 1 | 1 | -1 | 6 | -3 | 0.9 | 5 | -0.2 | -1
COc1ccccc1NS(=O)(=O)c1ccc2oc(SCc3ccc(F)cc3)nc2c1 | -4 | 4 | 17 | 12 | 7 | 2.7 | 1 | 0.1 | -17

In the list so far, 3 contain a nitro group on carbon:
SMILES | proCasp7 act | PP1 counter | JMJD2C inh | proCasp3 act | TPT1 inh | PP5 primary | core dimer inh | Efflux pump inh | CTSL1 counter
Nc1nc(NC2CCCCC2)nc(NCCO)c1[N+](=O)[O-] | 8 | 0 | -1 | 7 | -2 | 1.6 | -4 | 0.2 | 4
O=[N+]([O-])c1cccc(C(=S)N2CCCC2)c1 | 6 | -3 | -1 | 3 | -1 | 0.5 | 2 | -0.1 | 3
CCCn1c(N)c(N(CCOC)C(=O)c2ccc([N+](=O)[O-])cc2Cl)c(=O)[nH]c1=O | -8 | -2 | 2 | -8 | 1 | -0.6 | -18 | -0.1 | -4

From PubChem BioAssay
